# Assay outcomes from PubChem.
# Mtb FBA inh: Mtb fructose-bisphosphate aldolase inhibition. P9WQA3. purified M. tuberculosis FBA, fluorescence read-out. inhibition, % at 1 µM. hit rate 2.3% among 360,000. AID 588726; in the data active means inhibition above about 27%;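 further: 0% = vehicle and 100% = reference inhibitor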
# Target sequence (P9WQA3 whole entry, looked up): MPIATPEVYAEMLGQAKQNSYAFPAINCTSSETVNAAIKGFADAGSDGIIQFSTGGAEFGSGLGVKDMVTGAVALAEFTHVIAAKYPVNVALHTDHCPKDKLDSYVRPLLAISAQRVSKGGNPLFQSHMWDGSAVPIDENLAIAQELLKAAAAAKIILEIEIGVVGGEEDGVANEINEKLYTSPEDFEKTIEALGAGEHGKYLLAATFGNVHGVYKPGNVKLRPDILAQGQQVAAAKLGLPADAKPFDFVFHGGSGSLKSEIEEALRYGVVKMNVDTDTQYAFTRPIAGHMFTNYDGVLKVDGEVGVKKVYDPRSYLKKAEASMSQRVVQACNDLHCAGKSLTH
# BoNT-F LC inh: blocks Botulinum neurotoxin F light chain protease. Multiplex microsphere protease cleavage assay, flow cytometry. inhibition, % at 10 µM. hit rate 0.22% among 360,000. AID 588497; in the data active means inhibition above about 35%, passing the limit was not always enough; inconclusive means no clear call, values can overlap the other calls; further: plate controls were buffer without enzyme for full effect and enzyme alone for no effect
# PrPC surface inh: reduces human prion protein on the cell surface; hit rate 0.43% among 370,000; cell surface PrPC, TR-FRET read-out; inhibition, % at 13.8 µM; AID 720596; P04156; in the data active means inhibition above about 24%; further: 0% = median of the test wells and 100% = reference compound wells
# UGM FP inh: inhibitors of M. tuberculosis UDP-galactopyranose mutase. P9WIQ1. purified UGM, fluorescence polarization probe displacement. inhibition, % at 10 µM. hit rate 0.06% among 320,000. AID 504406; in the data active means inhibition above about 10%, passing the limit was not always enough; inconclusive means no clear call, values can overlap the other calls
# Target sequence (P9WIQ1 whole entry, looked up): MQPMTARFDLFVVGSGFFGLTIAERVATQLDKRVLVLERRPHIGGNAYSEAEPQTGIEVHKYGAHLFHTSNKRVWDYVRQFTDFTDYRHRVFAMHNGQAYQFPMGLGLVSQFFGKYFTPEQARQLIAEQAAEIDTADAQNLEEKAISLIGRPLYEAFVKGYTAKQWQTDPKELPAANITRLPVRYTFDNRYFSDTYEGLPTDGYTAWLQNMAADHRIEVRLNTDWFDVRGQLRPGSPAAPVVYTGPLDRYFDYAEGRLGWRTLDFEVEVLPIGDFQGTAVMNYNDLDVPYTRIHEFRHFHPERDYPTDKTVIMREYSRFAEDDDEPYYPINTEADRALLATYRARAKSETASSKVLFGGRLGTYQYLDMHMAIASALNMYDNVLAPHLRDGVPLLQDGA
# FadD28 binding: blocks FadD28 binding to the bisubstrate probe | inhibition, % at 12.5 µM | fluorescence polarization | hit rate 0.22% among 360,000; in the data active means inhibition above about 8.5%, passing the limit was not always enough; inconclusive means no clear call, values can overlap the other calls
# CCHFV vOTU inh: CCHFV vOTU protease inhibition; Pep-AMC fluorescence; inhibition, % at 11.5 µM; hit rate 0.55% among 370,000; further: 0% = vehicle wells with enzyme and 100% = no enzyme wells
# BoNT-A LC inh2: blocks Botulinum neurotoxin A light chain protease. multiplex microsphere protease substrate cleavage, flow cytometry. inhibition, % at 10 µM. hit rate 0.17% among 360,000. AID 588499; in the data active means inhibition above about 30%; inconclusive means no clear call, values can overlap the other calls; further: plate controls were buffer without enzyme for full effect and enzyme alone for no effect
# GDH-TPI counter: inhibits GDH-TPI coupling enzymes, artifact for Mtb FBA screen; GDH-TPI coupled enzyme counterscreen, NADH absorbance; inhibition, % at 4.8 µM; hit rate 1.2% among 360,000; AID 588335;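 further: 0% = DMSO wells and 100% = wells lacking the enzyme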
# BioA inh: BioA (M. tuberculosis) enzyme inhibition; inhibition, % at 9.99 µM; purified M. tuberculosis BioA enzyme, plate reader; hit rate 0.096% among 360,000; in the data active means inhibition above about 40%; inconclusive means no clear call, values can overlap the other calls
# Numbers without * were called inactive; u = inconclusive; x = not tested or not shown; & = joins results of further samples. Unless noted, no stated cut-off is given here; in the data, active means inhibition above about 30%; inactive means the rest. Compounds as they come. Share with any hit: about 4.8%.
SMILES,Mtb FBA inh,BoNT-F LC inh,PrPC surface inh,UGM FP inh,FadD28 binding,CCHFV vOTU inh,BoNT-A LC inh2,GDH-TPI counter,BioA inh
CCOC(=O)c1c(C)[nH]c(C)c1C(=O)COC(=O)c1cc2ccccc2cc1OC,6,-16,5,-2.3,-0.8,-20,-1.4,2,1.5
CC(C)(C)C1(c2ccccc2)NC(=O)N(CC(=O)N2CCOCC2)C1=O (configuration not stated),-1,2,0,-0.5,-4.9,-7,u,-2,-1.3
CC(C)(CNC(=O)/C=C/c1ccc(F)cc1)CNC(=O)/C=C/c1ccc(F)cc1,-3,-6,-16,3.1,-10.0,5,-0.2,1,x
CN(Cc1ccccc1)C(=O)CCC1CCN(C(=O)c2ccco2)CC1,-1,-3,-7,x,-1.9,4,-0.2,0,9.4
O=C(CN1CCNCC1)Nc1ccc(Oc2ccccc2)cc1,-1,-7,-7,-1.6,-3.9,-4,-0.6,-3,0.2
CN1CCC(OC(=O)COc2ccccc2)CC1,-4,-4,-8,0.0,-3.4,-27,-0.7,-10,0.6
CC(=O)N1Cc2[nH]c3ccccc3c2CC1C(=O)O (configuration not stated),0,u,-3,x,-0.8,8,-0.8,8,-1.8
O=C1C(c2ccccc2)SC(=Nc2ccccc2)N1S(=O)(=O)c1ccccc1 (configuration not stated),3,2,0,-0.2,0.1,-3,-0.2,7,-1.7
CCOc1ccc(NC(=O)COC(=O)c2ccc3ncsc3c2)cc1OCC,-1,-4,-3,x,-2.8,-2,1.6,-4,x
CC(C)(C)OC(=O)N1CCC(C(=O)Nc2cccc(C(=O)NCCCc3ccccc3)c2)CC1,-2,-1,-6,x,-8.2,12,0.1,0,-0.5
COc1cccc(NC(=O)CSc2nn3c(=O)c(C)nnc3s2)c1,0,5,1,2.3,0.9,-3,4.1,10,-0.7
CCOc1ccc(NC(=O)C2CCN(S(=O)(=O)c3ccc4c(c3)NC(=O)C(C)S4)CC2)cc1 (configuration not stated),-5,5,9,-0.7,-2.0,11,3.8,5,x
O=C(COc1ncnc2ccc(Br)cc12)N1CCOCC1,3,u,-2,0.5,-4.2,2,-0.4,-3,0.2
COc1ccc2nc(N/C(N)=N/C(=S)Nc3ccccc3)nc(C)c2c1,6,5,4,-0.6,-1.4,-15,2.2,6,x
C=C1C(=O)OC2C1CCC(C)=CCCC1(C)OC21 (configuration not stated),x,-3,-7,x,x,-2,-0.5,x,x
COC(=O)c1ccccc1NC(=O)CCCn1nc([N+](=O)[O-])cc1C,-1,-5,-1,2.1,-5.5,-4,0.7,-4,1.1
CCOC(=O)C(NC(=O)c1ccccc1Cl)(Nc1ccc(C(F)(F)F)cc1)C(F)(F)F (configuration not stated),-4,-5,-1,4.9,-4.0,-19,-0.6,-6,x
Cc1ccc(C(=O)OCC(=O)Nc2cc(C(C)(C)C)nn2-c2ccccc2)c(O)c1,5,-10,4,-0.8,-0.6,33*,3.5,2,0.3
CN(C)S(=O)(=O)c1cccc(-c2cn3cccnc3n2)c1,173*,-6,-4,0.4,-0.2,-210,-1.6,6,x
CCc1nnc(NS(=O)(=O)c2ccc(NC(=O)c3cc(Cl)ccc3[N+](=O)[O-])cc2)s1,1,12,-8,3.6,-4.8,16,0.2,4,0.2
Cc1cccc(N2CC(C(=O)Nc3ccc(S(=O)(=O)N4CCOCC4)cc3)CC2=O)c1C (configuration not stated),0,-7,-4,-0.1,0.4,12,-3.5,-2,-0.6
CC(=O)/C(=N/Nc1ccc(Br)cc1)Sc1cccc2cccnc12,-2,-2,-3,3.0,-1.7,-11,-0.4,13,x
COc1ccccc1CN(Cc1cc2c(C)ccc(C)c2[nH]c1=O)Cc1nnnn1Cc1ccco1,0,-6,6,5.1,-4.2,14,-0.9,-8,-0.3
COc1ccc(NC(=O)c2cc(C(=O)Nc3ccc(OC)cc3OC)cc([N+](=O)[O-])c2)c(OC)c1,0,u,-7,-0.5,-0.3,-2,-2.1,2,6.5
Cc1cccc(CS(=O)(=O)Cc2ccc(C(=O)O)o2)c1,-1,-4,0,-1.2,-1.5,7,-0.1,11,0.4

# Other compounds follow:
SMILES,Mtb FBA inh,BoNT-F LC inh,PrPC surface inh,UGM FP inh,FadD28 binding,CCHFV vOTU inh,BoNT-A LC inh2,GDH-TPI counter,BioA inh
Cc1no[n+]([O-])c1COc1ccccc1/C=C1\NC(=S)NC1=O,5,-2,-19,2.4,-3.7,3,0.3,9,-0.7
COc1ccc(S(=O)(=O)Nc2cccc3c2O[C@H](CN(C)Cc2ccccc2)[C@@H](C)CN([C@H](C)CO)C3=O)cc1,2,2,2,2.9,-1.7,-1,-0.1,16,4.0&3.8
NCCCC[C@H](NC(=O)C1CCNCC1)c1nnc([C@@H](N)Cc2ccc(O)cc2)o1,1,2,0,0.9,-5.0,-4,-0.2,0,0.0
O=C(NCc1ccco1)c1cc(S(=O)(=O)N2CCCCC2)ccc1Cl,-1,-6,10,1.5,-1.7,1,0.0,-11,1.3
O=C(CSC1=Nc2ccccc2C2CC=NN12)Nc1ccc(F)cc1Cl (configuration not stated),2,-3,6,-0.4,-2.1,-2,-0.6,12,x
COc1ccc(CCNC(=O)C2CC2)cc1OC,4,-5,2,-3.5,-2.3,5,0.1,8,-0.3
CN(Cc1ccco1)C(=O)CN1C(=O)NC(c2ccccc2)(c2ccccc2)C1=O,1,-7,-2,x,-1.7,-5,-2.0,0,x
COc1ccc(C(CC(=O)Nc2ncccc2C)N2Cc3ccccc3C2=O)cc1OC (configuration not stated),1,-3,-1,1.1,x,-11,0.2,1,-1.3
CC(C)CNc1nc(Oc2ccc(=O)n(C)n2)nc(N2CCOCC2)n1,-3,5,-2,0.9,-4.2,-3,0.1,8,x
Cc1nc2ccccc2c(=O)n1/N=C/c1ccc(OC(F)F)cc1,0,-1,-2,-0.5,-0.7,1,2.4,6,-2.0
CCC(C)N(C(=O)CN1C(=O)NC2(CCc3ccccc32)C1=O)C1CCS(=O)(=O)C1 (configuration not stated),2,-13,-2,0.9,-1.0,10,-0.1,7,-0.9
Cc1ccc(C2C(C(=O)c3cc4ccccc4o3)=C(O)C(=O)N2CCN2CCOCC2)cc1 (configuration not stated),2,-4,7,2.1,0.7,13,1.8,18,0.8
C=CCn1c(SCC(=O)Nc2cccc3ccccc23)nnc1-c1cnccn1,0,5,0,2.7,0.4,2,1.5,6,-2.0
COCCNC(=O)c1ccc(Cl)c(Cl)c1,2,-5,-1,-0.2,-2.7,-12,-1.0,5,-0.5
CC(=O)O[C@H]1[C@H]2O[C@]23[C@@H]2CC[C@]4(O)C[C@@H](O)CC[C@]4(C)C2CC[C@]3(C)[C@H]1c1ccc(=O)oc1 (some centres not stated),1,11,x,-0.4,-0.3,x,0.3,4,0.3
CCN(CC)S(=O)(=O)c1ccc(NS(=O)(=O)c2ccc(O)c([N+](=O)[O-])c2)cc1,1,2,-1,1.5,-0.3,10,-0.4,5,-0.8
CCOc1ccc(-n2c(Cc3cc(=O)[nH]c(=O)[nH]3)nnc2SC(C)C(=O)OC)cc1 (configuration not stated),-1,5,-2,0.4,1.1,1,-0.5,7,-1.2
CN(C)c1cccc2c1c(NC(=O)Nc1ccc(F)cc1F)nn2C,10,u,-2,0.9,-3.6,3,u,1,x
CC(=O)N/C(=C/c1ccc2c(c1)OCO2)C(=O)NCC(=O)O,-1,8,-2,0.0,-0.9,-6,-0.4,12,-1.1
CC(C)N(Cc1ccccc1)C(=O)COC(=O)c1ccc(S(=O)(=O)N2CCOCC2)cc1,3,-2,2,0.5,-5.6,-17,-0.3,-6,0.4
N#Cc1cccc(NC(=O)c2cc(C3CCCCN3C(=O)CCCc3ccccc3)on2)c1 (configuration not stated),2,1,2,x,-1.8,13,0.6,13,-1.2
CCN(Cc1ccccc1)C(=O)CN1C(=S)NC(C)(C)CC1C (configuration not stated),-1,-6,6,-0.3,-3.2,18,-0.5,-1,x
CC(C)(C)OC1NS(=O)(=O)OCC1NCOC(Cl)(Cl)Cl (configuration not stated),3,-17,-2,1.3,-0.5,7,-1.2,12,-2.4
COc1ccc(S(=O)(=O)N(CC(=O)N/N=C/c2ccccc2C(=O)O)c2ccccc2OC)cc1,1,-1,-3,1.2,-0.3,6,-0.7,1,0.2
O=C1C=C(NNC(=O)c2cccnc2)CC(c2ccco2)C1 (configuration not stated),-6,-5,-4,3.5,-3.7,8,-0.4,13,x

# (more compounds)
SMILES,Mtb FBA inh,BoNT-F LC inh,PrPC surface inh,UGM FP inh,FadD28 binding,CCHFV vOTU inh,BoNT-A LC inh2,GDH-TPI counter,BioA inh
CSCc1c(C(=O)NC2CCCc3ccccc32)oc2ccccc12 (configuration not stated),1,-4,-3,0.6,-1.1,8,0.1,-2,-1.5
O=C(Nc1cccc(C(=O)N2CCN(Cc3ccccc3)CC2)c1)c1ccccc1,2,-15,7,0.2,-0.4,3,0.1,-2,1.2
CC(C)(C)c1ccc(C(=O)CCC(=O)NCc2ccccc2)cc1,1,x,-3,1.4,-0.8,8,x,0,0.3
COc1ccc([C@H]2C[C@H](O)[C@@H](n3cc(-c4ccc(F)cc4)nn3)CN2Cc2cccs2)cc1,2,-4,7,x,-4.5,-3,-0.1,6,0.4
NC(=O)c1cc2n(n1)C(C(F)(F)F)CC(c1ccco1)N2 (configuration not stated),-3,19,-3,-0.9,0.0,5,0.4,8,2.0
COc1ccc(NC(=O)CN2C(=O)CSc3ncccc32)cc1,4,0,7,-3.4,0.1,1,-0.7,1,0.1
Nc1cc(-c2ccccc2)nn1Cc1ccccc1,2,-5,-2,-1.0,0.7,13,-0.4,5,x
CCc1ccc(CN2CCC(n3nccc3NC(=O)c3ccc4c(c3)OCO4)CC2)cc1,-1,-3,-14,0.3,-0.2,12,1.8,7,-1.5
Cc1ccc(C)c(NC(=S)NNC(=O)c2csc(C(C)C)c2)c1,0,-3,0,1.6,-0.3,-1,0.9,-4,1.6
Cc1ccc(NC(=S)N2CCCC2)cc1C,0,-6,0,1.5,-3.4,-2,1.2,-2,0.0
CCOC(=O)CSC(C)C(=O)Nc1nnc(C(C)C)s1 (configuration not stated),3,-7,-8,0.5,-0.5,5,-0.4,15,-3.2
Cc1ccc(S(=O)(=O)Nc2ccc(C(=O)NCc3ccccn3)cc2)cc1,0,-3,-2,-0.3,-0.8,-6,2.8,10,-2.6
O=C1C[C@@H]2c3c(cccc3CN1Cc1ccccc1Cl)C[C@@H](O)[C@H]2O,-2,4,0,x,-3.3,1,0.3,8,0.6
COc1cc(OC)cc(C(=O)N[C@H](C(=O)Nc2ccc(F)cc2F)C(C)C)c1,-1,-8,-3,1.3,-0.2,13,-6.1,-1,-0.1
O=C(NCCS(=O)(=O)NCc1ccc(Cl)cc1)c1ccccc1,7,x,-5,2.3,-0.3,-6,x,3,-2.8
Cc1cccc(NC(=O)COC(=O)c2ccccn2)c1,-3,-3,-7,1.3,1.7,18,1.0,-5,-1.6
Cc1nnc(NC(=O)Cc2cccs2)s1,1,-18,-4,-4.2,1.2,-9,-1.0,9,1.0
CCC(=O)N1CCc2cc(S(=O)(=O)CCC(=O)Nc3ccc(F)c(F)c3)ccc21,1,-4,4,0.3,-1.3,12,-0.1,-1,-0.1
O=C(c1cccc(S(=O)(=O)N2CCOCC2)c1)N(Cc1nnc(-c2ccccc2Cl)o1)C1CC1,3,-36,5,-0.5,-2.4,11,-25,6,20
Cc1cc(C)nc(NC(=O)/C=C/c2ccc3c(c2)OCO3)c1,13,-9,15,-2.9,2.0,-3,0.7,40*,-1.2
COC(CNS(=O)(=O)c1ccc(Cl)cc1)c1ccccc1 (configuration not stated),0,19,4,1.8,-2.3,6,-1.8,-2,1.4

# Complete entries from above. Values in the order: Mtb FBA inh	BoNT-F LC inh	PrPC surface inh	UGM FP inh	FadD28 binding	CCHFV vOTU inh	BoNT-A LC inh2	GDH-TPI counter	BioA inh
# Cc1cccc(NC(=O)COC(=O)c2ccccn2)c1 in the list: -3	-3	-7	1.3	1.7	18	1.0	-5	-1.6
# COc1ccc([C@H]2C[C@H](O)[C@@H](n3cc(-c4ccc(F)cc4)nn3)CN2Cc2cccs2)cc1 in the list: 2	-4	7	x	-4.5	-3	-0.1	6	0.4
# CC(C)(C)c1ccc(C(=O)CCC(=O)NCc2ccccc2)cc1 in the list: 1	x	-3	1.4	-0.8	8	x	0	0.3
# O=C(NCCS(=O)(=O)NCc1ccc(Cl)cc1)c1ccccc1 in the list: 7	x	-5	2.3	-0.3	-6	x	3	-2.8
